ALOX12 inh – blocks human arachidonate 12S-lipoxygenase | P18054 | purified 12hLO, xylenol orange hydroperoxide absorbance | Potency, µM (doses to about 108 µM), inactives show top-dose activity change, negative = inhibition, hits mostly inhibitors | 580,000 compounds, 1.1% hits | AID 1671190; active = well fitted inhibition curve with a large enough effect; inconclusive = small, poorly fitted or top-dose-only effect, or another doubt; inactive = no such curve, though single readings can be large or run the other way
Target sequence (P18054 whole entry, looked up): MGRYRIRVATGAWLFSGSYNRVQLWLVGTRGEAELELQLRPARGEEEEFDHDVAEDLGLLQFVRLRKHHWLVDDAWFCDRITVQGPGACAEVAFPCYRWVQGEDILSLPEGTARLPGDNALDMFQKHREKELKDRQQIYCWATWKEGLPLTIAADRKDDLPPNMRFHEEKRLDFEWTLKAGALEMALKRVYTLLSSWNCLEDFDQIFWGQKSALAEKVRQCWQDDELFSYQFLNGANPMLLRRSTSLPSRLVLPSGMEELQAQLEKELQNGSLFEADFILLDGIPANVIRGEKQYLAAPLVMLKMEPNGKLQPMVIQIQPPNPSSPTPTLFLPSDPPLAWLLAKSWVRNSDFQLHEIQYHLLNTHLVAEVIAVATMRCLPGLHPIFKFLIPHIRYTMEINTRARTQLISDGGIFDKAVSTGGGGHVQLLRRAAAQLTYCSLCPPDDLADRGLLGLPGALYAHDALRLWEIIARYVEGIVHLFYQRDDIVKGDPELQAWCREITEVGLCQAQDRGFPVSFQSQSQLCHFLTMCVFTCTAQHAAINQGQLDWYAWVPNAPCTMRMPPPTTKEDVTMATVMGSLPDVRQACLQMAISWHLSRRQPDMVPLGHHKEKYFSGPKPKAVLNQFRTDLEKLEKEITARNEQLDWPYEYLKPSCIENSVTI
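Purified human 12hLO (150 nM final) in 25 mM Hepes, 0.01% Triton X-100, pH 7.0 was preincubated 15 min at room temperature with compound. Then 40 uM arachidonic acid was added, 30 min. Hydroperoxide was read by Fe-XO absorbance ratio 573/405 nm.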
* marks the source's active call; other numbers are inactive results; ? = inconclusive; [ ] = remark or other dose. % is set by controls: 0 for no effect and ±100 for the full control effect; potency is the fitted concentration of half-maximal effect. Not all compounds are listed; rates above refer to the full screens.

| smiles | ALOX12 inh |
| --- | --- |
| O=C(Nc1ccc(F)cc1)[C@@H]1C[C@@H](c2cccc(C(F)(F)F)c2)N(CC2CCOCC2)C1 | -6.2% |
| CCOC(=O)C1=C(C)N=c2sc(=Cc3ccc(OCC(=O)O)cc3)c(=O)n2C1c1ccc(Cl)cc1 (stereo not drawn) | ? |
| COCCc1nncn1C1CCN(C(=O)c2ccc(F)c(Cl)c2)CC1 | -16.2% |
| COCc1cc(C)n(CC(=O)Nc2cccc(C(F)(F)F)c2)c(=O)c1C#N | ? |
| COc1ccc(OC)c(CC(C#N)C(=O)Nc2cc(C)ccc2C)c1 (stereo not drawn) | -1.6% |
| Nc1ncnc(N)c1NC(=O)c1cc(Cl)c(OCc2ccccc2)c(Cl)c1 | -0.2% |
| COc1ccc(NC(=O)N2CCn3nnc(CCC(=O)N4CCOCC4)c3C2)cc1 | 24.6% |
| Cc1nc2ccc(S(=O)(=O)N(CC(=O)N3CCOCC3)Cc3ccccc3)cc2s1 | 4.2% |
| CCc1nc2c(c(-c3ccc(O)cc3)n1)CN(Cc1ccc(OC)cc1)CC2 | -4.0% |
| OCC1OC(C(N=Nc2ccccc2)=NNc2ccccc2)C(O)C1O (stereo not drawn) | 31.7%[activator] |
| O=C(NCC1CCCN(Cc2ncccn2)C1)c1ccc(-c2ccccc2)cc1 (stereo not drawn) | 29.2% |
| CC(C)CCn1nc(C(=O)OCc2nnc(-c3ccccc3)o2)c2ccccc2c1=O | -0.2% |
| OCc1cccc(-c2ccc3ncc(Nc4cccc(F)c4)n3n2)c1 | ? |
| Cc1cccc(C)c1NC(=O)c1cnc2ccccc2n1 | -14.5% |
| CSCC(=O)N1CC[C@H](NC(=O)NC2CCCCC2)[C@H]1C(=O)N[C@H](Cc1c[nH]c2ccccc12)C(N)=O | 16.9% |
| Cc1cccc(NC(=O)c2ccc3[nH]c(C)c(C)c3c2)c1C | ? |

An excerpt from the list above, for reference:
| smiles | ALOX12 inh |
| --- | --- |
| CSCC(=O)N1CC[C@H](NC(=O)NC2CCCCC2)[C@H]1C(=O)N[C@H](Cc1c[nH]c2ccccc12)C(N)=O | 16.9% |
| Cc1cccc(NC(=O)c2ccc3[nH]c(C)c(C)c3c2)c1C | ? |

Continued.
| smiles | ALOX12 inh |
| --- | --- |
| CO[C@H]1C(=O)N(C(C)C)[C@H]1C1CCN(C(=O)Nc2ccccc2F)CC1 | 27.4% |
| COC(=O)c1ccc2nc(CO[C@H]3CN(C(=O)c4ccccc4)C[C@H]3F)[nH]c2c1 | 6.4%[176 µM] |
| O=C(NCCc1cccc(F)c1)C1CC=CCC1 (stereo not drawn) | -17.7% |
| COc1ccc(-c2cc(N3CCC(NC(=O)c4ccc(C)c(F)c4)CC3)n[nH]2)cc1 | 21.0% |
| CN(C(=O)c1ccccc1)C1CCc2ccccc21 (stereo not drawn) | 7.6%[176 µM] |
| Cc1ccc(NC(=O)N2CCCC(Cn3cnc4cccnc43)C2)cc1F (stereo not drawn) | 20.2% |
| O=[N+]([O-])c1nccn1CCCCCCCCCCCN1CCOCC1 | 2.5% |
| CC(=O)N[C@H]1C[C@@H](c2nc(-c3ccccc3)no2)N(C)C1 | -5.3%[176 µM] |
| CC1(C(=O)Nc2ccc3c(c2)OCCO3)CN(S(C)(=O)=O)CC(=O)N1Cc1cccs1 (stereo not drawn) | -1.3% |
| COCCNC(=O)[C@@H]1C[C@H](Oc2ccccc2)CN1C(=O)c1cccc(C)c1 | 8.6% |
| OC(c1ccccc1)c1nc(-c2cccc(F)c2)cs1 (stereo not drawn) | ? |
| Cc1nc(CN2C(=O)OC3(CCN(CCCc4ccccc4)CC3)C2(C)c2ccccc2)cs1 (stereo not drawn) | ? |
| COc1cc(CCC(=O)N2CCc3nn(Cc4ccccc4)c(=O)n3CC2)on1 | 8.6% |
| COCCN1CC(CO)C2(CCN(Cc3cc(F)c(F)cc3F)CC2)C1 (stereo not drawn) | ? |
| Cn1c(=O)c2cc(NC(=O)Nc3ccccc3)ccc2n1Cc1ccccc1 | -15.5% |
| O=C(CCCc1ccccc1)N1CCn2c(nnc2[C@@H]2C[C@@H](O)CN2Cc2ccccc2)C1 | 12.2% |
| N#Cc1nc(-c2ccccc2F)oc1N1CCN(Cc2ccccc2)CC1 | ? |
| C=CCOc1ccc(/C=C(\C#N)C(=O)NCCN2CCOCC2)cc1 | -22.4% |
| COc1ccc(CN2C=C(C(=O)O)C(C)=NS2(=O)=O)cc1F | -4.1% |
| COc1ccc(C2Cn3nnc(C(=O)N4CCC(C(=O)NCC5CCCCC5)CC4)c3CO2)cc1 (stereo not drawn) | 19.7% |
| CC(C(=O)N(C)C1(C#N)CCCCC1)n1cnc2c1c(=O)n(C)c(=O)n2C (stereo not drawn) | -0.2% |
| CN(CCO)c1ccc(/C=N/NC(=O)C2CC2)cc1 | -4.9% |
| COc1ccc(CNC(=O)c2cccc(Oc3ccccc3)c2)cc1 | ? |
| CN1CC(=O)N(c2cccnc2)Cc2c1ncnc2N1CCN(c2ccccn2)CC1 | 57.1%[activator] |

In a second layout: 2 of the compounds above
ALOX12 inh	molecule
-4.1%	COc1ccc(CN2C=C(C(=O)O)C(C)=NS2(=O)=O)cc1F
-0.2%	CC(C(=O)N(C)C1(C#N)CCCCC1)n1cnc2c1c(=O)n(C)c(=O)n2C (stereo not drawn)

(further entries)
| smiles | ALOX12 inh |
| --- | --- |
| O=C(CSc1nnnn1C1CC1)c1ccc(-c2ccccc2)cc1 | -13.3% |
| CC(C)Cn1cc2c3c(cccc31)CNCC2 | -8.3% |
| CC1=C(C(=O)N(C)C)CC(CC(=O)NCCCN(C)C)C(=O)N1CCCN1CCCC1=O (stereo not drawn) | ? |
| CCCNC(=O)C1(C)CCN(C(=O)c2c(Cl)cccc2Cl)C1 (stereo not drawn) | -2.3% |
| CCn1nc(C)c(CNC(=O)CCC[C@@H]2[C@H]3CCCN4CCC[C@@H](CN2C)[C@@H]34)c1C | 30.6%[activator] |
| COc1ccc(CN2CC[C@@H]3[C@H]2C(=O)NC[C@H](CCC(=O)N2CCN(c4ccccn4)CC2)N3C)cc1 | 28.9% |
| COc1cccc(C(=O)Nc2ccc3c(c2)CN(Cc2cccc(OC)c2OC)C(=O)CO3)c1 | 25.6% |
| COc1cccc(CNC(=O)[C@@H]2C[C@@H](O)CN2C2CCN(C(=O)c3ccccc3OC)CC2)c1 | 20.7% |

Next records follow:
structure | ALOX12 inh
COc1ccc(C2=C(O)C(=O)N(Cc3ccc(C)cc3)C2c2ccc(F)cc2)cc1 (stereo not drawn) | 17.8µM*
Cc1ccc(CNCCc2cccs2)s1 | ?
COc1cc(COc2ccc(C(C)=O)cc2)c(OC)cc1Br | -1.2%
N#C/C(=C\c1ccc(-c2ccc(Cl)c(Cl)c2)o1)c1ccccc1 | -5.6%
Cc1ccccc1-n1nc(C)c([C@H]2C=C[C@@H](OC(=O)NC(C)C)C2)c1C | 54.7%[activator][176 µM]
Cc1ccc(C2(O)CCN(c3nc(C)ccc3C(N)=O)CC2)nc1 | -1.6%
CCN(CC)C(=O)C1CCCCC(=O)N1C (stereo not drawn) | -28.5%
COC(=O)c1cccc(COC(=O)c2ccc(CO)cc2)c1 | 8.0%
CCc1ccc(/C=N/N=C/c2ccc(CC)cc2)cc1 | 10.7%
CC1CCN(CC(=O)NCCC2=CCCCC2)CC1 | 22.1%
COc1cc(F)ccc1CNCc1cccnc1N1CCOCC1 | 50.0%[activator]
O=C(Nc1ccccc1)C1CC(=O)N(c2n[nH]c3cc(Br)ccc23)C1 (stereo not drawn) | ?
CCC(=O)NCC1CC2c3ccccc3C1c1ccccc12 (stereo not drawn) | 15.8%
Cc1nc(SC(C)C(=O)NC2(C#N)CCCCC2)c2ccccc2n1 (stereo not drawn) | -20.9%
CCn1cc(CNC(=O)Nc2ccc(Cl)cc2)c(C)n1 | 35.0%
COCCNC(=O)c1ccc2c(c1)N(C)C(CC(=O)NCc1ccncc1)CO2 (stereo not drawn) | 36.7%[activator]
O=S1(=O)N[C@H](Cc2ccccc2)COc2cc(Br)ccc21 | ?
O=C(CCc1ncc(-c2ccccc2Cl)o1)NC1=NCCS1 | 36.2%[activator]
COc1ccc(-c2coc3c(C)c(OCCN4CCC(C(N)=O)CC4)ccc3c2=O)cc1 | 6.6%
O=C(Cn1nnc(-c2ccc(Br)cc2)n1)N1CCOCC1 | 0.7%
COC(=O)C1CN(CC(C)C)CCS(=O)(=O)N1Cc1ccc(F)cc1 (stereo not drawn) | 21.4%
CCCCOC(=O)COc1ccc(S(=O)(=O)c2ccc(OCC(=O)OCCCC)cc2)cc1 | -5.5%
O=C(CC1CCCC1)NCC1CCCO1 (stereo not drawn) | ?
CC1CCC2(CC1)NC(=O)N(CC(=O)NC1CCCC1)C2=O (stereo not drawn) | 7.4%
O=C(NCc1coc(-c2cccs2)n1)c1cc(F)c(Cl)cc1Cl | ?
COC(=O)c1nc(NC(=O)Cn2nc3c(cc2=O)CCCCC3)sc1C(C)C | 31.8%[activator]
COc1ccc(C(=O)Nc2ccc(Cl)cc2C(=O)N2CCCCCC2)cc1 | -5.1%
CC1(C(=O)Nc2ccc3c(c2)OCCO3)CN(S(C)(=O)=O)CC(=O)N1CCc1ccccc1F (stereo not drawn) | -10.5%
Cc1cccc(CS(=O)Cc2coc(-c3ccc(F)cc3)n2)c1 (stereo not drawn) | ?
COc1cccc(NC(=O)N(C)C[C@H]2Oc3cc(C#Cc4ccncc4)ccc3S(=O)(=O)N([C@H](C)CO)C[C@H]2C)c1 | 0.0%
Cc1ncsc1CCN(C)C(=O)c1cc(=O)[nH]c(=O)[nH]1 | 15.0%
CC1=C(C(=O)OC(C)(C)C)C(/C(Cl)=C/c2ccccc2)NC(=O)N1 (stereo not drawn) | -93.6%
COCCC(=O)N1C[C@@H]2CCCN3CCC[C@@H]([C@H]23)[C@H]1CCCC(=O)Nc1ccccc1 | 10.7%
O[C@@H]1C[C@@H](c2nc(-c3cccnc3)no2)N(Cc2cc3ccccc3o2)C1 | 27.0%[176 µM]
O=C(Nc1ccc(Cl)cc1)OC[C@@H]1CSCCS(=O)(=O)N1 | 14.2%
C=C(C)Cn1c(N2CCOCC2)nc2c1c(=O)[nH]c(=O)n2C | 1.1%
O=C(Nc1ccc(Cl)c(C(F)(F)F)c1)c1ccccc1 | ?
COCCCN1CC2(CCN(C(=O)c3ccccc3N(C)C)CC2)CC1=O | 6.4%
Cc1nn(-c2ccc(F)cc2)c(C)c1[C@@H]1C=C[C@@H](NC(=O)NC(C)C)C1 | 19.3%[176 µM]
COc1cccc(CN2CCc3c(cc(C(=O)N(C)C)n3C)C2)c1 | 6.6%
Cc1ccc(/C=N/Nc2ccc(S(=O)(=O)Nc3cccc(Cl)c3)cc2[N+](=O)[O-])s1 | -11.6%
Cc1cc(C(=O)N2CCOCC2)c2c(C3CCCN3)noc2n1 (stereo not drawn) | 6.1%[6.33 µM]
CCCn1c(SCCCn2c(=O)c3c(ncn3C)n(C)c2=O)nc2ccccc2c1=O | 1.8%
Clc1ccc(CNC2=NCCNC23CCOCC3)cc1 | -7.4%
N#CC(C(=O)CCc1ccccc1)C(=O)Nc1ccccc1Cl (stereo not drawn) | -0.5%
CN(C(=O)COc1ccc2c(-c3ccccc3)cc(=O)oc2c1)C1(C#N)CCCCC1 | ?
CC(=O)C(Sc1ccc(C)cc1)(Sc1ccc(C)cc1)C(C)=O | ?
CC(C)c1cccc(NC(=O)CN2C(=O)NC3(CCS(=O)(=O)CC3)C2=O)c1 | 3.1%
OC1(Cn2ccnc2)CCN(Cc2ccccc2Cn2cccn2)CC1 | 23.1%
Cc1cc(C)c(CNC(=O)c2cc(-c3ccccc3O)cc3c2OCCN3C)c(=O)[nH]1 | 38.1%[activator][176 µM]

Some of the entries so far, with each value named.
> N#CC(C(=O)CCc1ccccc1)C(=O)Nc1ccccc1Cl (stereo not drawn)
  ALOX12 inh: -0.5%

> CN(C(=O)COc1ccc2c(-c3ccccc3)cc(=O)oc2c1)C1(C#N)CCCCC1
  ALOX12 inh: ?

> CC(=O)C(Sc1ccc(C)cc1)(Sc1ccc(C)cc1)C(C)=O
  ALOX12 inh: ?

Other results
structure | ALOX12 inh
CS(=O)(=O)c1ccc(Nc2nc(C(N)c3ccccc3)cs2)cc1 (stereo not drawn) | 10.3%
COCCN1Cc2ccc(NCC(C)C)nc2C(C)(C(=O)Nc2ccncc2)C1 (stereo not drawn) | 37.3%[activator][176 µM]
CCCCCCn1c(SCC(=O)Nc2ccccc2)nc2c1c(=O)[nH]c(=O)n2C | -17.2%
COc1ccc(-c2nc(CSCC(=O)N(C)c3ccccc3)co2)cc1 | -7.5%
Cc1cc(C)n(Cc2c(C(=O)NCC3Cn4cccc4C(=O)N3C)noc2C)n1 (stereo not drawn) | 58.7%[activator]
COc1ccccc1CCC(=O)N1C[C@@H](C)[C@](O)(C2CC2)C1 | 76.5%[activator]
CC(C)(C)c1cc(C(=O)NCc2cccnc2)nn2cccc12 | 5.7%[6.33 µM]
O=C(N[C@H](CO)Cc1ccccc1)[C@H]1O[C@@H](n2ccc(=O)[nH]c2=O)[C@H](O)[C@@H]1O | -9.8%
CCC(C(=O)NC(C)(C)CC)c1ccccc1 (stereo not drawn) | ?
CNC(=O)CC1=C2CCCCC2N(C)C1=O (stereo not drawn) | 35.7%
Cc1ccc(/C=C(/C#N)C(=O)C(C)C)cc1C | 6.6%
Cc1ccc(CN(C)CC(=O)NC(C)c2ccc(C)c(C)c2)o1 (stereo not drawn) | 0.6%
COC(=O)[C@]12CCCCC=C1N(Cc1cccc3ccccc13)C(=O)[C@H](CC(=O)NCc1cccc3ccccc13)C2 | 11.1%
COc1cccc(-c2cc(C(=O)N3CCC(Cn4cccn4)CC3)[nH]n2)c1 | 19.1%
Cc1ccc2nc(CO[C@H]3CN(C(=O)c4ccccc4)C[C@H]3F)[nH]c2c1 | -4.8%[176 µM]
COc1cccc(CNC(=O)CN2C(=O)NC(c3ccc(C)cc3)C3=C2COC3=O)c1OC (stereo not drawn) | -7.3%

Bioassay records as filed in PubChem.
